# Source: PubChem (National Center for Advancing Translational Sciences (NCATS))
# FBPA coupling cs: coupling enzyme interference in Giardia aldolase counter-screen. 290,000 compounds, 0.67% hits. coupling enzyme system counterscreen, AmpLite Red fluorescence. activity change, negative = inhibition, % at 58.2 µM, hits read low; in the data active means activity change below about -30%
#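 Final compound at 57.5 uM, incubated 10 min at RT with coupling enzyme reagent (glyceraldehyde-3-phosphate), then 20 min with substrate and AmpLite Red detection. Fluorescence read at 525/598 nm; tests interference with the coupling assay, not aldolase inhibition.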
# Numbers without * were called inactive; & = joins results of further samples. On the % scale 0 is the no-effect control and ±100 the full control effect. Only part of the results is shown. The share of hits here may be higher or lower than overall.
SMILES,FBPA coupling cs
CNC(=O)[C@H]1O[C@H](n2cnc3c(NCc4cccc(I)c4)ncnc32)[C@@H](O)[C@@H]1O,4
O=S(=O)(CCc1ccccc1)c1nc2ccccc2s1,0
Cc1ccc(C)c(-c2ccc(C(=O)O)o2)c1,1
CN(C)Cc1ccccc1-c1cncnc1Nc1ccc(F)cc1,1
C=C1CCC2[C@](C)(CO)[C@H](O)CC[C@@]2(C)[C@@H]1C/C=C1/C(=O)OC[C@H]1O (some centres undefined),-1
C[C@@H]1C=CCC(=O)OC[C@H](C)C(=O)OC[C@H]2O[C@H]1C=C[C@@H]2O,2
C[C@@H]1c2ccccc2CN1CC1=NCCN1,-23
Cc1cnc(CNc2ncncc2-c2ccccc2C(F)(F)F)cn1,4
CC(C)NC(=O)N1CCCC2(CCN(C(=O)c3ccco3)CC2)C1,1
CN1C(=O)C[C@H](C(=O)O)[C@@H]1c1cccnc1,6
CC[C@@H]1OC(=O)[C@H](C)[C@H](O[C@@H]2C[C@](C)(OC)[C@H](O)[C@H](C)O2)[C@H](C)[C@H](O[C@@H]2O[C@@H](C)C[C@@H](N(C)C)[C@@H]2O)[C@](C)(O)C[C@H](C)[C@@H]2N[C@H](COCCOC)O[C@H]([C@@H]2C)[C@]1(C)O,4
CN1CCN(c2ncc3nc(-c4ccc(Cl)cc4)c(=O)n(C4CC4)c3n2)CC1,4
N#Cc1cccc(NC(=O)N2CC[C@@]3(CCCN(S(=O)(=O)c4ccccc4)C3)C2)c1,0
COC(=O)N1CCC[C@@]2(CCN(C(=O)Nc3ccccc3)C2)C1,-3
COC(=O)C(C(=O)OC)[C@@H]1O[C@@]23COC=C[C@]2(C)[C@H]3c2ccccc21,-2
COc1ccccc1CN1CCCC2(CCN(C(=O)c3ccco3)CC2)C1,4
CS(=O)(=O)Nc1cccc(-c2cncnc2Nc2ccc(F)cc2)c1,-1
COc1cccc(-c2cc(NCc3ccccc3OC)ncn2)c1,1
CCCCCC(=O)/C=C/C=C\CCCCCCCC(=O)O,-3
Clc1ccc(Sc2cc(Cl)c(Cl)cc2Cl)cc1,0
CCNc1ncc2nc(CCc3ccccc3)c(=O)n(-c3ccc(OC)cc3)c2n1,1
CS(=O)(=O)c1ccc(C(O)C(CO)NC(=O)C(Cl)Cl)cc1 (centres undefined),5
Cc1noc(C)c1-c1nc(N(C)C)c2ccccc2n1,1
CC(=O)O[C@H]1C[C@H]2CC[C@@H]3[C@@H](CC[C@]4(C)[C@H](OC(C)=O)[C@H]([N+]5(C)CCCCC5)C[C@@H]34)[C@]2(C)C[C@H]1[N+]1(C)CCCCC1,2
COCCn1c(=O)c(-c2cc(F)cc(F)c2)nc2cncnc21,3
# Remaining list, next part
SMILES,FBPA coupling cs
C[C@H](Cc1nc2c(cnn2-c2ccccc2Cl)c(=O)[nH]1)C(F)(F)F,-6
O=c1cnc2cnc(OCc3ccccc3)nc2n1CCc1ccccc1,1
Cc1nc2cnc(Nc3ccccc3)nc2n(Cc2cccs2)c1=O,0
COc1cccc(-c2nccc(NCc3cccnc3)n2)c1,1
CC1CCC(C(C)[C@H]2CCC3C4CC(=O)C5C[C@@H](O)CC[C@]5(C)C4CC[C@@]32C)=NC1 (some centres undefined),-2
O=C(c1ccc(C(F)(F)F)cc1)N1CCC(=O)N([C@H](COCc2ccc(C(F)(F)F)cc2)Cc2ccccc2)CC1,-7
C[C@H](CCC(=O)O)[C@H]1CC[C@H]2[C@H]3C(C[C@H](O)[C@]12C)[C@@]1(C)CC[C@@H](O)C[C@H]1C[C@H]3O (some centres undefined),3
COc1ccc(CNc2ccnc(-c3ccccc3C(F)(F)F)n2)c(OC)c1,0
Clc1ccccc1-c1nc(N2CCNCC2)c2ccccc2n1,1
CC(=O)NCc1c(I)c(NC(C)=O)c(I)c(C(=O)O)c1I,0
COc1ccc(-c2nc(-c3ccccc3)c(NCc3ccccc3)o2)cc1,6
O=c1cnc2cnc(Oc3cccc(Cl)c3)nc2n1C[C@H]1CCCO1,-1
O=C(O)CN(CC(=O)O)c1ccccc1OCCOc1ccccc1N(CC(=O)O)CC(=O)O,2
c1ccc(-c2cccc(N3CCCC4(CCNCC4)C3)c2)cc1,0
COc1ccc2[nH]cc(CCNc3ncncc3-c3cccc(C#N)c3)c2c1,-3
CCNc1ncc2nc(-c3cn(C)c4ccccc34)c(=O)n(-c3ccccc3)c2n1,-2
FC(F)(F)c1ccccc1-c1cncnc1NCc1cccnc1,6
C=C1CCC2C(CC2(C)C)C(=C)CC/C1=N/O (centres undefined),1
OC1OC[C@H](O)[C@H](O)[C@H]1O (some centres undefined),0
CCOC(=O)N/N=C1/C[C@@H](O)[C@@H](O)[C@@H]2[C@H]3C(=O)N(c4ccc(F)cc4F)C(=O)[C@@H]3CC[C@H]12,-1
CC(=O)NCCNc1ncnc2ccc(-c3ccc4c(c3)OCO4)cc12,-5
CCCCCCCCCCCCCCC(C(=O)OC)C(O)(CC(=O)OC)C(=O)OC (centres undefined),-6
c1csc(CNc2ccnc(-c3ccc4c(c3)OCO4)n2)c1,-13
COc1ccc(CNc2ncncc2-c2ccccc2C)c(OC)c1,3
OC[C@@H]1OC(O)[C@H](O)[C@H](O)[C@H]1O (some centres undefined),0

# Quoted from the listing.
# Result for OC[C@@H]1OC(O)[C@H](O)[C@H](O)[C@H]1O (some centres undefined) under FBPA coupling cs: 0
# Result for CC(=O)NCCNc1ncnc2ccc(-c3ccc4c(c3)OCO4)cc12 under FBPA coupling cs: -5
# Result for Cc1nc2cnc(Nc3ccccc3)nc2n(Cc2cccs2)c1=O under FBPA coupling cs: 0
# Result for C=C1CCC2C(CC2(C)C)C(=C)CC/C1=N/O (centres undefined) under FBPA coupling cs: 1

# By substructure: the entries above containing an NH in an aromatic ring.
SMILES,FBPA coupling cs
C[C@H](Cc1nc2c(cnn2-c2ccccc2Cl)c(=O)[nH]1)C(F)(F)F,-6
COc1ccc2[nH]cc(CCNc3ncncc3-c3cccc(C#N)c3)c2c1,-3

# Continued:
SMILES,FBPA coupling cs
COc1cc(O)c2c(c1)C(=O)c1cc(C)cc(O)c1C2=O,0
CCO[C@H]1O[C@@H]([C@H](COCc2ccccc2)OCc2ccccc2)[C@@H](OCc2ccccc2)[C@H]1O,-2
CC(C)CO/N=C1/C[C@@H](O)[C@@H](O)[C@@H]2[C@@H]3C(=O)N(C[C@@H]4CCCO4)C(=O)[C@H]3CC[C@@H]12,0
c1ccc(Nc2ncncc2-c2ccoc2)cc1,-4
COc1cccc(-c2cc(N(C)Cc3ccco3)ncn2)c1,-1
Cc1cc(=O)c2c(O)c3c(O)cc(O)c4c5c(O)cc(O)c6c(O)c7c(=O)cc(C)c8c1c2c(c34)c(c65)c78,-10
C[C@H]1CC[C@@H]2N(C1)C[C@H]1[C@@H]3C[C@H]4[C@@H](C/C(=N\O)[C@H]5C[C@@H](O)CC[C@@]54C)[C@@H]3CC[C@H]1[C@]2(C)O,1
O=c1cc(-c2cccc(F)c2)[nH]c2cc(Cl)ccc12,3
CCCCC[C@H](O)/C=C/[C@H]1C(=O)C=C[C@@H]1C/C=C\CCCC(=O)O,1
N[C@@H](Cn1ccc(=O)n(Cc2ccccc2C(=O)O)c1=O)C(=O)O,0
O=c1c(-c2ccc(O)cc2)coc2c(C3OC(CO)C(O)C(O)C3O)c(O)ccc12 (centres undefined),-1
CCCCN1CCCC[C@H]1C(=O)Nc1c(C)cccc1C,4&2
COc1ccc2[nH]cc(CCNc3cc(-c4ccccc4OC)ncn3)c2c1,-4
CCCN(C/C=C\I)[C@@H]1CCc2cccc(O)c2C1,0
CC[C@H](C)[C@H](NC(=O)[C@H](Cc1ccc(O)cc1)NC(=O)[C@H](Cc1cnc[nH]1)NC(=O)[C@H](CCCNC(=N)N)NC(=O)[C@H](CC(C)C)NC(=O)[C@H](C)NC(=O)[C@H](CO)NC(=O)[C@H](Cc1ccc(O)cc1)NC(=O)[C@H](Cc1ccc(O)cc1)NC(=O)[C@H](CCCNC(=N)N)NC(=O)[C@H](C)NC(=O)[C@H](CC(C)C)NC(=O)[C@H](CC(=O)O)NC(=O)[C@H](CCC(=O)O)NC(=O)[C@H](C)NC(=O)[C@@H]1CCCN1C(=O)[C@H](C)NC(=O)[C@H](CC(=O)O)NC(=O)[C@H](CCC(=O)O)NC(=O)CNC(=O)[C@@H]1CCCN1C(=O)[C@H](CC(N)=O)NC(=O)[C@H](CC(=O)O)NC(=O)[C@@H]1CCCN1C(=O)[C@H](CCCCN)NC(=O)[C@@H](N)CO)C(=O)N[C@@H](CC(N)=O)C(=O)N[C@@H](CC(C)C)C(=O)N[C@H](C(=O)N[C@H](C(=O)N[C@@H](CCCNC(=N)N)C(=O)N[C@@H](CCC(N)=O)C(=O)N[C@@H](CCCNC(=N)N)C(=O)N[C@@H](Cc1ccc(O)cc1)C(N)=O)[C@@H](C)O)[C@@H](C)CC,0
O=C(Nc1cccc(F)c1)N1CC[C@@]2(CCCN(C(=O)c3cccc(F)c3)C2)C1,1
O=C(c1cc(C(F)(F)F)cc(C(F)(F)F)c1)N1CCC2(CC1)CN(Cc1ccncc1)C2,-1
NCCC[C@@H](CC(=O)N[C@@H]1CCCC[C@H]1C(=O)N[C@H](CC(=O)N[C@@H](CCC(=O)O)CC(=O)O)Cc1c[nH]c2ccccc12)NC(=O)C[C@H](Cc1c[nH]c2ccccc12)NC(=O)[C@@H]1CNCC[C@H]1N,-3
O=c1c(CCc2ccccc2)nc2cnc(N3CCOCC3)nc2n1CCc1ccccc1,4
CC1=C2[C@@H](O)[C@H]([C@@H](C)C(=O)NCCC(C)C)CC[C@@]2(C)C=CC1=O,0
CC(C)C1CCC(C(=O)NC(Cc2ccccc2)C(=O)O)CC1 (centres undefined),26
COc1ccc(/C=C/C(=O)CC(=O)/C=C/c2cccc(O)c2OC)cc1O,-2

# Part of the list above in a different format:
structure: Clc1ccc(Sc2cc(Cl)c(Cl)cc2Cl)cc1
- FBPA coupling cs: 0
structure: N[C@@H](Cn1ccc(=O)n(Cc2ccccc2C(=O)O)c1=O)C(=O)O
- FBPA coupling cs: 0
structure: CCCCCC(=O)/C=C/C=C\CCCCCCCC(=O)O
- FBPA coupling cs: -3
structure: CNC(=O)[C@H]1O[C@H](n2cnc3c(NCc4cccc(I)c4)ncnc32)[C@@H](O)[C@@H]1O
- FBPA coupling cs: 4

# Given as tab-separated lines: part of the list above
canonical_smiles	FBPA coupling cs
CC(=O)O[C@H]1C[C@H]2CC[C@@H]3[C@@H](CC[C@]4(C)[C@H](OC(C)=O)[C@H]([N+]5(C)CCCCC5)C[C@@H]34)[C@]2(C)C[C@H]1[N+]1(C)CCCCC1	2
CC[C@@H]1OC(=O)[C@H](C)[C@H](O[C@@H]2C[C@](C)(OC)[C@H](O)[C@H](C)O2)[C@H](C)[C@H](O[C@@H]2O[C@@H](C)C[C@@H](N(C)C)[C@@H]2O)[C@](C)(O)C[C@H](C)[C@@H]2N[C@H](COCCOC)O[C@H]([C@@H]2C)[C@]1(C)O	4
